STK33 inh – inhibitors of human STK33 kinase; Q9BYT3; purified STK33, MBP phosphorylation, ADP-Glo luminescence; inhibition, % at 10 µM; 0.073% of 320,000 active; AID 2661;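 active means inhibition at or above 25%, using the most active replicate where run in duplicate; inactive means inhibition below 25%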
Target sequence (Q9BYT3 whole entry, looked up): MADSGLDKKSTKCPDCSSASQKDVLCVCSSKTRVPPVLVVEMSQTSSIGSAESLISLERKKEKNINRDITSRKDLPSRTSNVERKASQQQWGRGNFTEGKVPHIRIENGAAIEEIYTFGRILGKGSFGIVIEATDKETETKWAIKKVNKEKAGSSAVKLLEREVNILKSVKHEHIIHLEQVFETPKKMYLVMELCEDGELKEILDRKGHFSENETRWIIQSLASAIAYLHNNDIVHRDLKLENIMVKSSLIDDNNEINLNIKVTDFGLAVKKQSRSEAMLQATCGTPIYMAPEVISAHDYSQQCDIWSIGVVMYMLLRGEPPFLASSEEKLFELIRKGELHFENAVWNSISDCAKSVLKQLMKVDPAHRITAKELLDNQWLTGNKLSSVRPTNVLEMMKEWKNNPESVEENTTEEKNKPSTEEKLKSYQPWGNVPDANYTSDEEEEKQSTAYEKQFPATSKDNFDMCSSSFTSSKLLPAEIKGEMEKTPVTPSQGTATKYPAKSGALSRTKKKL
* marks the source's active call; other numbers are inactive results.

The opening four compounds as a preview:
SMILES	STK33 inh
CC(=O)N1CCN(CCS(=O)(=O)c2cc(Cl)ccc2Cl)CC1	-0.4
CC(Oc1ccc(Cl)cc1Cl)C(=O)OCC(=O)c1c(N)n(C)c(=O)n(C)c1=O (stereo not drawn)	1.2
CN(C)S(=O)(=O)c1ccc(C(=O)NC(=O)CSc2nncs2)cc1	-1.0
CN1CCN(C(=O)c2ccc(-c3ccc(Br)cc3)o2)CC1	-1.9

The list itself, from the first entry:
SMILES	STK33 inh
CC(=O)N1CCN(CCS(=O)(=O)c2cc(Cl)ccc2Cl)CC1	-0.4
CC(Oc1ccc(Cl)cc1Cl)C(=O)OCC(=O)c1c(N)n(C)c(=O)n(C)c1=O (stereo not drawn)	1.2
CN(C)S(=O)(=O)c1ccc(C(=O)NC(=O)CSc2nncs2)cc1	-1.0
CN1CCN(C(=O)c2ccc(-c3ccc(Br)cc3)o2)CC1	-1.9
CCCn1c(SCC(=O)N(C)CC(=O)Nc2ccc(C)cc2)n[nH]c1=O	-0.1
C=CCn1c(SCC(=O)c2c(N)n(C)c(=O)n(C)c2=O)nnc1-c1ccoc1C	-0.4
CN(CCOc1ccccc1)C(=O)CNC(=O)c1ccc(C(C)(C)C)cc1	-0.8
Nc1nnc(SCC(=O)NCC(=O)Nc2ccc(F)c(F)c2F)s1	0.3
CC(=O)c1cccc(NC(=O)c2c(-c3c(F)cccc3Cl)noc2C)c1	-0.3
COc1ccc2sc(-c3ccc(S(C)(=O)=O)cc3)c(-c3ccc(SC)cc3)c2c1	-0.1
O=C(COC(=O)c1ccc([N+](=O)[O-])s1)NCCc1ccccc1	-0.4
O=C(COC(=O)/C=C/c1cccc(Br)c1)NC1CC1	-0.3
O=C(CCNS(=O)(=O)c1ccccc1)NNC(=O)COc1ccccc1F	-0.8
COC(=O)[C@@]12CCCN1[C@H](c1ccc(-c3ccc4c(c3)OCO4)cc1)[C@H]1C(=O)N(C)C(=O)[C@H]12	-3.6
COc1ccc(S(=O)(=O)N2CCOCC2)cc1NC(=O)CSc1nnnn1C1CC1	-1.5
COc1ccc(OCCC(=O)OCC(=O)Nc2cccc(S(=O)(=O)N3CCCCC3)c2)cc1	1.2
COc1ccccc1C(=O)COC(=O)COc1ccc(C#N)cc1	5.0
COCCn1c(C)cc(C(=O)COC(=O)CNC(=O)c2ccco2)c1C	-0.5
CC(C)Cn1c(SCC(=O)Nc2ccc(Cl)cc2F)nc(O)cc1=O	-1.0
CN(CC(=O)Nc1ccccc1C(=O)NC1CC1)Cc1ccc(Cl)cc1	-0.9

New compounds follow.
SMILES	STK33 inh
CCCOc1ccc(NC(=O)CC2C(=O)Nc3ccccc3N2CC(=O)N2CCCC2)cc1 (stereo not drawn)	-2.5
O=C(CN1C(=O)C2CCCCC2C1=O)Nc1cc([N+](=O)[O-])ccc1F (stereo not drawn)	-0.1
Cn1nc(C(=O)Nc2cccc(S(=O)(=O)N3CCOCC3)c2)c2ccccc2c1=O	-0.5
O=C(COC(=O)COc1cccc(C(F)(F)F)c1)Nc1ccc(N2CCOCC2)cc1	0.0
CCOC(=O)c1ccc(S(=O)(=O)Nc2cc(S(=O)(=O)N3CCOCC3)ccc2O)cc1	-0.7
CCOC(=O)[C@@H]1[C@H]2COc3ccccc3[C@@H]2N2C(=O)N(c3ccc(C(F)(F)F)cc3)C(=O)[C@@]12C	0.3
CN(CC(=O)Nc1cccc(F)c1)C(=O)CCN1C(=O)C2CC=CCC2C1=O (stereo not drawn)	0.9
CC(=O)N1CCN(C(=O)c2ccc(-c3ccccc3Cl)o2)CC1	0.6
COCCN(CCOC)C(=O)CSc1ccc(S(=O)(=O)N2CCN(C)CC2)cn1	0.2
O=C(C[C@@H]1C/C=C\C[C@H](NC(=O)OCC2c3ccccc3-c3ccccc32)C(=O)OC[C@H]2CCCN2C1=O)N[C@H](CO)Cc1ccccc1	-0.5
CCCCCCC1(C)NC(=O)N(C(C)C(=O)Nc2ccc(N3CCOCC3)cc2)C1=O (stereo not drawn)	-0.9
Cc1ccc(NS(=O)(=O)c2cc(C(=O)N(C)C3CCN(C)CC3)ccc2Cl)cc1Cl	0.2
C[C@@H]1CN([C@H](C)CO)C(=O)Cc2cc(NC(=O)Nc3ccccc3)ccc2O[C@@H]1CN(C)C(=O)Nc1ccc2c(c1)OCO2	0.9
C=CCNC(=O)c1cccc2c1C(=O)c1ccc(N3CCCC3)cc1S2(=O)=O	-0.5
O=C(CC1OC(=O)c2ccccc21)Nc1cc(Cl)ccc1N1CCOCC1 (stereo not drawn)	9.9
COc1cc(/C=C/C(=O)N(C)CC(=O)Nc2ccccc2SC)cc(OC)c1OC	-0.2
O=C(OCC(=O)c1ccc[nH]1)c1ccc(Br)cc1	-1.8
CN(C)CCNC(C(=O)Nc1cccc(S(=O)(=O)N2CCOCC2)c1)c1ccccc1 (stereo not drawn)	-0.6
CC(C)CC(=O)Nc1ccc(C(=O)COC(=O)Cc2n[nH]c(=O)c3ccccc23)cc1	-0.4
O=C(COC(=O)C1CC1)Nc1ccc(Cl)cc1Cl	-0.2

Three entries already listed, ordered by formula weight, lowest first.
SMILES	STK33 inh
O=C(COC(=O)C1CC1)Nc1ccc(Cl)cc1Cl	-0.2
O=C(OCC(=O)c1ccc[nH]1)c1ccc(Br)cc1	-1.8
CN(C)CCNC(C(=O)Nc1cccc(S(=O)(=O)N2CCOCC2)c1)c1ccccc1 (stereo not drawn)	-0.6

(listing goes on)
SMILES	STK33 inh
COc1ccc(OC)c(NC(=O)COC(=O)CCc2ccc(S(=O)(=O)N3CCOCC3)cc2)c1	-0.4
CC(=O)Nc1sc(C)c(C)c1C(=O)OCC(=O)Nc1ccccc1	0.1
CCOC(=O)C1CCCN(C(=O)c2ccc(S(=O)(=O)Nc3ccccc3OC)cc2)C1 (stereo not drawn)	-1.3
Cc1cc(C(=O)Nc2cc(S(C)(=O)=O)ccc2Cl)c(C)o1	-0.4
O=C(COC(=O)c1nc(Cl)ccc1Cl)NCc1ccc(Cl)cc1	0.1
COc1ccc(C(=O)COC(=O)c2c(C)noc2C)cc1Cl	0.5
CCOc1ccc(OCC(=O)OC(C)C(=O)NC2CCCCC2C)cc1 (stereo not drawn)	-0.1
CC(=O)Nc1ccc(SCC(=O)Nc2ccc3c(c2)OCCO3)cc1	-2.8
Cc1c(C(=O)NNC(=O)c2csc(N3CCOCC3)n2)cccc1[N+](=O)[O-]	-1.8
CC1Cc2ccccc2N1S(=O)(=O)c1cccc(C(=O)NCc2ccncc2)c1 (stereo not drawn)	-1.0
COc1ccc(-c2sc3ccccc3c2C#Cc2cncn2C)cc1	0.3
CC(Sc1ncccn1)C(=O)NNC(=O)c1cccc(Cl)c1 (stereo not drawn)	-1.1
C[C@@H]1CN([C@@H](C)CO)C(=O)c2cccc(NS(C)(=O)=O)c2O[C@H]1CN(C)C(=O)Nc1ccc(F)cc1	-0.6
O=C(Nc1ccc(S(=O)(=O)N2CCCC2)cc1)c1cncc(Br)c1	0.8
COc1ccccc1-c1oc2ccccc2c1C#CCO	-0.6
Cn1cnc(C(=O)NC2CCN(C(=O)OC(C)(C)C)CC2)c1C(=O)NC1CCN(C(=O)OC(C)(C)C)CC1	0.4
CN(C(=O)COc1cccc(C#N)c1)C1CCS(=O)(=O)C1 (stereo not drawn)	-0.2
Cn1c(N)c(C(=O)CSc2nnc(C3CC3)n2-c2ccccc2)c(=O)[nH]c1=O	-0.3
Cc1ccc(-c2noc(COC(=O)c3ccco3)n2)cc1	-0.2
CN(C(=O)CSc1nnc(-c2cccnc2)o1)C1CCCCC1	0.7

Additional entries.
SMILES	STK33 inh
COc1ccc(OC)c(N2C(=O)CC(NNC(=O)c3ccc4c(c3)OCO4)C2=O)c1 (stereo not drawn)	0.2
C[C@@H](NC(=O)c1nc[nH]c1C(=O)OCc1ccccc1)c1ccccc1	-0.6
Cn1cc(S(=O)(=O)N2CCCC2)cc1C(=O)O	1.2
CCc1ccc(NC(=O)C(=O)c2ccccc2NC(C)=O)cc1	-0.3
COc1ccc2oc(C(=O)NCc3ccccc3CN3CCCC3)c(C)c2c1	1.1
CC1(C)CC2CC(C)(CN2S(=O)(=O)c2cccc(C(=O)O)c2)C1 (stereo not drawn)	-0.7
C[C@H](CO)N1C[C@H](C)[C@@H](CN(C)C(=O)Nc2ccc(C(F)(F)F)cc2)Oc2c(NC(=O)c3ccncc3)cccc2C1=O	0.4
Cc1ccc(SCC(=O)NC2CCS(=O)(=O)C2)cc1C (stereo not drawn)	-2.4
O=S(=O)(c1ccc(Cl)cc1)N1CCN(c2ncnc3sccc23)CC1	0.9
O=C(NCC(=O)N1CCN(c2ncccn2)CC1)c1ccccc1F	-1.3
CC(=O)N1CCN(C(=O)c2ccc(Cl)c(S(=O)(=O)N3CCCC3)c2)CC1	0.1
O=C(NNC(=O)c1ccccn1)c1ccc(OC(F)F)cc1	-0.5
O=C(Cc1csc(-c2ccc(Cl)cc2)n1)Nc1cccc(S(=O)(=O)NC2=NCCC2)c1	0.1
Cc1cc(NC(=O)CSc2ncc(C(=O)O)n2-c2ccc(F)cc2)no1	-0.9
CC(C)CN(C(=O)CN1C(=O)NC2(CCc3ccccc32)C1=O)C1CCS(=O)(=O)C1 (stereo not drawn)	-1.2
CN(C(=O)CSc1nc(-c2cccs2)nc2ccccc12)C1CCS(=O)(=O)C1 (stereo not drawn)	-0.6
O=C1N(c2ccccc2C(F)(F)F)O[C@]1(c1ccccc1)C1CCCC1	0.5
O=C(NC1CCC(O)CC1)c1ccc(NS(=O)(=O)c2cccc([N+](=O)[O-])c2)cc1 (stereo not drawn)	0.3
O=C(COC(=O)CNC(=O)c1ccccc1F)NC1CC1	-1.0
Fc1ccc2cnc(-c3ccccc3)c(-c3ccc(C(F)(F)F)cc3)c2c1	-1.0

4 of the entries above in order of the STK33 inh value, ascending.
| Compound | STK33 inh |
| --- | --- |
| Fc1ccc2cnc(-c3ccccc3)c(-c3ccc(C(F)(F)F)cc3)c2c1 | -1.0 |
| O=C(Cc1csc(-c2ccc(Cl)cc2)n1)Nc1cccc(S(=O)(=O)NC2=NCCC2)c1 | 0.1 |
| COc1ccc(OC)c(N2C(=O)CC(NNC(=O)c3ccc4c(c3)OCO4)C2=O)c1 (stereo not drawn) | 0.2 |
| O=C(NC1CCC(O)CC1)c1ccc(NS(=O)(=O)c2cccc([N+](=O)[O-])c2)cc1 (stereo not drawn) | 0.3 |

More records follow.
SMILES	STK33 inh
Cc1cc(NC(=O)COC(=O)c2ccccc2O)no1	-1.4
O=S(=O)(c1cc(F)ccc1F)N1CCN(c2ncnc3ccccc23)CC1	-2.6
CC(C(=O)Nc1ccc(S(=O)(=O)N2CCCC2)cc1)N(C)Cc1ccc(F)cc1 (stereo not drawn)	-1.3
Cc1ccc(S(=O)(=O)N[C@H](C(=O)OCC(=O)NC(=O)C2CCCCC2)C(C)C)cc1	-0.8
O=C(c1ccco1)N1CCN(Cc2nc3ccccc3[nH]2)CC1	-1.2
CC(C)(C)OC(=O)N1CCCC(C(=O)Nc2ccc(C(=O)N3CCOCC3)cc2)C1 (stereo not drawn)	0.9
O=C(Cn1c(=O)cnc2ccccc21)Nc1cc(Cl)ccc1N1CCOCC1	0.8
Cc1ccc(NC(=O)c2oc3ccccc3c2COC(C)C)cc1S(=O)(=O)N1CCOCC1	-0.4
COc1cccc(-c2ncc3ccccc3c2COC(=O)c2ccco2)c1	0.2
Cc1cc(Br)ccc1NC(=O)CN(C)C(=O)CN1C(=O)NC(C)(C2CC2)C1=O (stereo not drawn)	-0.6
COC(=O)CC#N	1.4
Cc1nn(-c2ccccc2)c(C)c1C(=O)OC(C)C(=O)Nc1ccc(C(N)=O)cc1 (stereo not drawn)	-2.9
CC(C)(C)[C@H]1COC(=O)[C@@H](Cc2ccc(F)cc2)CC/C=C/C[C@@H](CC(=O)N[C@H](CO)Cc2ccccc2)C(=O)N1	0.3
Cc1cccc(NC(=O)CN2C(=O)NC3(CCCCCCC3)C2=O)c1C	-2.1
CC(C)[C@H](NS(=O)(=O)c1ccccc1)C(=O)Nc1nccs1	-1.0
CC(C)C(=O)Nc1ccc(C(=O)CN2C(=O)NC3(CCOc4ccccc43)C2=O)cc1 (stereo not drawn)	0.2
COc1cc(/C=C/C(=O)O)ccc1OS(=O)(=O)c1c(C)c(C)cc(C)c1C	-1.9
COc1ccc(S(=O)(=O)NCCOc2ccc(Cl)cc2)cc1	-0.2
CC(C)(O)c1cc2ccc(C#CCCN3C(=O)c4ccccc4C3=O)cc2c(=O)o1	-0.2
CC(C)Cn1c(SCC(=O)N2CCc3ccccc3C2)nc(O)cc1=O	-1.5

Next section.
SMILES	STK33 inh
CCN(CC(=O)Nc1c(F)cccc1F)C(=O)CN1C(=O)C2CCCCC2C1=O (stereo not drawn)	-0.3
CCCN(CC(=O)Nc1ccccc1OC)C(=O)c1nc2nc(C)ccn2n1	-0.5
COc1ccc(NC(=O)N(C)C[C@H]2Oc3ccc(NC(=O)NC4CCCCC4)cc3C(=O)N([C@H](C)CO)C[C@@H]2C)cc1	0.2
Cc1ccc(CONC(=O)c2cccc([N+](=O)[O-])c2)cc1	0.9
COc1ccccc1N(C)S(=O)(=O)c1ccc(C)c(C(=O)NCc2ccccn2)c1	-2.5
C[C@H]1CN([C@@H](C)CO)C(=O)c2cccc(NC(=O)c3cnccn3)c2O[C@@H]1CN(C)C(=O)Nc1ccc2c(c1)OCO2	-0.6
O=C(CCCOC(=O)c1ccc(O)cc1)c1ccccc1	-0.6
C[C@H](NC(=O)c1nc[nH]c1C(=O)N1CCc2ccccc2C1)c1ccccc1	0.1
O=C(CN1C(=O)NC2(CCCCCC2)C1=O)Nc1ccccc1[N+](=O)[O-]	-2.3
CCN1CCN(C(=S)NC(=O)c2cc(OC)c(OC)c(OC)c2)CC1	-2.4
Cc1ccc(NC(=O)COC(=O)c2ccc(Br)o2)cc1S(=O)(=O)N1CCCCC1	1.2
O=S(=O)(Nc1ccc2nc(N3CCOCC3)sc2c1)c1ccc(Cl)cc1	2.2
Cc1ccn2cc(C(=O)N3CCN(c4cnn(-c5ccccc5)c(=O)c4Cl)CC3)nc2c1	0.2
COc1cccc(CNC(=O)CN2C(=O)NC(Cc3ccccc3)(c3ccccc3)C2=O)c1 (stereo not drawn)	-1.6

Compound activity as filed in PubChem.

This is a subset. The share of hits here may be higher or lower than overall.
